From PubChem BioAssay
TNAP inh Pi – inhibitors of human tissue-nonspecific alkaline phosphatase | AID 614 | purified TNAP, pNPP, malachite green phosphate absorbance | inhibition, % at 20 µM | 21,000 tested, under 10 active
Target sequence (P05186 whole entry, looked up): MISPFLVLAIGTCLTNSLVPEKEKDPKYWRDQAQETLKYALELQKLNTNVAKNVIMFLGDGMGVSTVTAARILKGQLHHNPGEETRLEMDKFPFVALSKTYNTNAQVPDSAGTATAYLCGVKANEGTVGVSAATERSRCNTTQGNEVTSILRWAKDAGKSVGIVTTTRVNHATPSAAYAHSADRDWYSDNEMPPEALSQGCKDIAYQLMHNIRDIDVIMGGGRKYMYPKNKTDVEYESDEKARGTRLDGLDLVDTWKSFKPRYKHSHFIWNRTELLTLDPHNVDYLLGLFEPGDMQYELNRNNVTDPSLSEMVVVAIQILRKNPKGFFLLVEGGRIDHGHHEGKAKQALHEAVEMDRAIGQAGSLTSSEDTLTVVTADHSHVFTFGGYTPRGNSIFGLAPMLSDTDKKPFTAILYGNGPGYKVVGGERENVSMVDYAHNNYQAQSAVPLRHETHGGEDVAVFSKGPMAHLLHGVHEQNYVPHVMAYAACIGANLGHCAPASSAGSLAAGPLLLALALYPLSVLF
TNAP inh pNP – human TNAP inhibition, p-nitrophenol detection; AID 615; 21,000 tested, under 10 active; purified TNAP, pNPP hydrolysis, absorbance 405 nm; inhibition, % at 20 µM;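 also: 0% = DMSO only wells and 100% = 1 mM levamisole wells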
* = called active by the depositor.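 The calls were made as follows: active = inhibition above 50% at the 20 µM single-dose screen; inactive = the rest.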 Some of the compounds tested; count on the stated rates, not on these rows.

The opening 5 entries as a preview:
TNAP inh Pi | TNAP inh pNP | smiles
1.6 | -2.3 | C=CCOC(=O)C1CC=CCC1C(=O)Oc1ccc(F)cc1F (stereo not given)
0.0 | -2.1 | CCn1c(SCC(=O)c2ccc(O)c(O)c2)nnc1-c1ccccc1OC
0.5 | -2.2 | Cc1ccc(C(CCN)c2ccco2)cc1 (stereo not given)
18.3 | 3.2 | Cc1ccsc1/C=N/n1cnc2sc(C)c(C)c2c1=O
4.3 | -2.7 | O=C(O)C(Cc1c[nH]c2ccccc12)NS(=O)(=O)c1cccc2nsnc12 (stereo not given)

Main list, from the start:
TNAP inh Pi | TNAP inh pNP | smiles
1.6 | -2.3 | C=CCOC(=O)C1CC=CCC1C(=O)Oc1ccc(F)cc1F (stereo not given)
0.0 | -2.1 | CCn1c(SCC(=O)c2ccc(O)c(O)c2)nnc1-c1ccccc1OC
0.5 | -2.2 | Cc1ccc(C(CCN)c2ccco2)cc1 (stereo not given)
18.3 | 3.2 | Cc1ccsc1/C=N/n1cnc2sc(C)c(C)c2c1=O
4.3 | -2.7 | O=C(O)C(Cc1c[nH]c2ccccc12)NS(=O)(=O)c1cccc2nsnc12 (stereo not given)
13.7 | -22.0 | CN(CC(=O)Nn1cnnc1)S(=O)(=O)c1cc(Cl)ccc1Cl
10.5 | 1.7 | O=C(OC(C(=O)NCC1CCCO1)c1ccccc1F)c1ccco1 (stereo not given)
2.4 | -1.2 | COc1cccc(-c2csc(N3CCN(Cc4ccccc4)CC3)n2)c1
10.1 | 4.7 | O=C(CN(C1CC1)S(=O)(=O)c1ccc(S(=O)(=O)N2CCCCCC2)cc1)Nc1ccccc1
8.6 | 1.9 | Cc1ccc(NCc2nnc(SCC(=O)c3ccccc3)n2Cc2ccco2)c(C)c1
-5.5 | -5.4 | Cc1ccc(OCC(=O)Nc2cccc(O)c2)cc1C
-15.8 | -9.3 | Cn1nnnc1-c1cc(Br)ccc1NC(=O)c1ccccc1
9.6 | 2.2 | CCCNCc1cc(OCC)c(OCC(N)=O)cc1Br
9.8 | -2.2 | O=S(=O)(Nc1nc2ccccc2nc1Nc1ccc2c(c1)OCCO2)c1cccs1
4.0 | 2.3 | CCn1cc(/C=N/O)c(C)n1
0.0 | 0.0 | Cc1nnc(N2CCOCC2)c2ccccc12
8.7 | 2.6 | CCOc1ccc(-c2nnc3sc(COc4ccccc4)nn23)cc1
3.7 | -0.7 | O=C(Nc1ccc(Nc2ccccc2)cc1)c1ccco1
12.6 | 3.7 | CCc1c(C)nc2ncnn2c1N1CCC(C(=O)N2CCN(c3ccc(F)cc3)CC2)CC1
-1.2 | 2.3 | O=C(NCCCN1CCOCC1)c1cccs1
11.9 | 1.4 | COC(=O)COc1ccc(S(=O)(=O)Nc2ccc(NC(C)=O)cc2)cc1
7.3 | 6.4 | CC(C)(C)NC(=O)C(c1ccccc1F)N(Cc1ccco1)C(=O)c1csnn1 (stereo not given)
4.7 | 0.6 | COCCCn1c2nc3ccccc3nc2c2c(=O)n(-c3ccccc3OC)c(C)nc21
9.8 | 8.0 | CC(C)OC(=O)CSc1nnc(-c2cnccn2)n1-c1ccccc1
7.1 | 6.3 | CN(C)CCCOC(=O)Cc1ccc(Cl)cc1
10.2 | -2.2 | Cc1ccc(-n2nnnc2SC(C)C(N)=O)c(C)c1 (stereo not given)
13.1 | 7.0 | O=C(Nc1cc(C(F)(F)F)ccc1N1CCOCC1)c1ccco1
11.4 | 5.0 | CCCOc1ccccc1C(=O)N(Cc1ccco1)C1CCS(=O)(=O)C1 (stereo not given)
7.0 | 1.1 | CCN(CC(=O)NC1CCCC1)S(=O)(=O)c1ccc(C)cc1
1.4 | 0.4 | O=C(CCN1CCc2ccccc2CC1)c1ccc2c(c1)OCCO2
-0.3 | -9.2 | O=C1CCCC2=C1C(c1ccccc1)CC(=O)N2c1ccccc1 (stereo not given)
1.4 | -1.6 | O=C(Nc1cccc(F)c1)c1c(F)c(F)c(F)c(F)c1F
9.0 | -2.2 | Cc1ccc(C)c2[nH]c(=O)c(CN(Cc3ccc4c(c3)OCO4)Cc3nnnn3Cc3ccco3)cc12
0.8 | -0.8 | O=C(CN1C(=O)CNC1=O)Nc1cccc(C(F)(F)F)c1
9.7 | -1.8 | CC(C)Cc1ccc(S(=O)(=O)N2CCN(C(=O)c3ccco3)CC2)cc1
0.7 | 4.1 | Cc1nn2c(c1-c1ccccc1)N=C(c1ccco1)CC2c1ccccc1 (stereo not given)
10.8 | 0.6 | Cc1c(C2(O)C(=O)Nc3ccc(F)cc32)c(=O)n(-c2ccccc2)n1C (stereo not given)
-16.4 | 2.5 | COc1cc(C2C3C(C)N(C)C(=O)N(C)C3N(C)C(=O)N2C)ccc1O (stereo not given)
9.9 | 5.5 | CCCCCOC(=O)Cn1c(N2CCCCCC2)nc2c1c(=O)[nH]c(=O)n2C
0.0 | 0.0 | CC1CCN(C(=O)CN(c2ccc3c(c2)OCO3)S(C)(=O)=O)CC1
9.9 | 5.8 | Cc1cc2ncn(C(=O)N3CCCCC3)c2cc1C
7.8 | 3.6 | CCOC(=O)N1CCN(C2=CC(=O)OC23CCCCC3)CC1
6.8 | 4.9 | COc1ccc(C2NC(=O)NC3=C2CCc2ccccc23)cc1 (stereo not given)
-10.8 | -0.6 | CCSc1ncnc2c1oc1ccccc12
1.8 | -2.0 | O=C1C(C=NCC2CCCO2)=C(O)c2ccccc21 (stereo not given)
22.4 | 6.1 | COc1ccc(C(c2nnnn2CCc2ccccc2)N2CCN(C3CCCC3)CC2)cc1OC (stereo not given)
-3.0 | 7.2 | C/C=C(/C(=C/C)c1ccc(O)cc1)c1ccc(O)cc1
5.3 | -5.1 | CCCS(=O)(=O)N1CCCC(c2nc(-c3cccc(OC)c3)no2)C1 (stereo not given)

For convenience, four of the compounds above:
TNAP inh Pi | TNAP inh pNP | smiles
1.8 | -2.0 | O=C1C(C=NCC2CCCO2)=C(O)c2ccccc21 (stereo not given)
22.4 | 6.1 | COc1ccc(C(c2nnnn2CCc2ccccc2)N2CCN(C3CCCC3)CC2)cc1OC (stereo not given)
-3.0 | 7.2 | C/C=C(/C(=C/C)c1ccc(O)cc1)c1ccc(O)cc1
5.3 | -5.1 | CCCS(=O)(=O)N1CCCC(c2nc(-c3cccc(OC)c3)no2)C1 (stereo not given)

3 entries already listed, ordered by count of non-hydrogen atoms, smallest number first:
TNAP inh Pi | TNAP inh pNP | smiles
7.0 | 1.1 | CCN(CC(=O)NC1CCCC1)S(=O)(=O)c1ccc(C)cc1
4.3 | -2.7 | O=C(O)C(Cc1c[nH]c2ccccc12)NS(=O)(=O)c1cccc2nsnc12 (stereo not given)
8.6 | 1.9 | Cc1ccc(NCc2nnc(SCC(=O)c3ccccc3)n2Cc2ccco2)c(C)c1

Further results
TNAP inh Pi | TNAP inh pNP | smiles
11.4 | 5.5 | O=C(O)C1CC(=O)N(Cc2ccc3c(c2)OCO3)C1 (stereo not given)
8.4 | 4.5 | CCCn1nnnc1SCC(=O)N1CCOCC1
-10.4 | 0.7 | Cc1cc(C)n2nc(C(=O)OCCOc3ccc(Br)cc3)nc2n1
-4.9 | -10.6 | COCCCN1C(=O)c2[nH]nc(-c3cc(C)cc(C)c3O)c2C1c1ccc(O)c(OC)c1 (stereo not given)
-5.9 | 4.3 | CC(C)Cn1nc(NS(=O)(=O)c2ccccc2)c2cc3ccccc3nc21
5.1 | -0.8 | COc1cc2ccccc2cc1C(=O)Nc1cccnc1
15.4 | 0.0 | NC(=O)c1c(NC(=O)CN2CCOCC2)sc2c1CCC2
13.2 | 5.4 | CCOC(=O)Cc1csc2nc3sc(C)c(C)c3c(=O)n12
7.0 | 0.1 | COc1cccc(=O)c2c(C)oc(C)c12
7.0 | 1.4 | C=CCc1ccccc1OCC(CN1CCCCC1)OC(C)=O (stereo not given)
4.7 | -6.5 | N#CC1=C(SCC(=O)c2ccc(Br)cc2)NC2=C(C(=O)CCC2)C1c1ccco1 (stereo not given)
7.3 | 4.0 | CCn1c(=O)c2c(cnn2C)c2ccccc21
1.4 | 2.8 | O=C(O)C1CCN(c2nc(-c3ccccc3)nc3c2oc2ccccc23)CC1
7.2 | 2.2 | COC(=O)CSc1nnc(C)c(=O)[nH]1
11.0 | 3.0 | Cc1cc(C(=O)COc2ccc(-c3nnco3)cc2)c(C)n1Cc1ccccc1
11.4 | 5.7 | Cn1c(NCc2cccnc2)nc2c1c(=O)n(Cc1ccccc1F)c(=O)n2C
9.4 | 5.4 | Nc1cc(N)nc(SCc2cccnc2)n1
14.6 | 0.2 | CCOc1ccc(-c2[nH]ncc2Oc2ccccc2OCC)c(O)c1
0.0 | 0.0 | Cc1cc(C)nc(N2CCCC(C(=O)NCCc3ccc(F)cc3)C2)n1 (stereo not given)
6.1 | 1.6 | CCOc1ccc(-n2c3nc4ccccc4nc3c3c(=O)n(Cc4ccco4)cnc32)cc1
-13.0 | 1.2 | Cc1ccc(OCc2nnc(NC(=O)c3ccco3)s2)c(C)c1
-15.2 | 1.6 | CC(=O)c1cnc2nc(C)nn2c1C
11.5 | 6.7 | CCC(CC)C(=O)NCc1ccccc1Cl
0.0 | 0.0 | CC(=O)Nc1nc(C)c(Cc2ccccc2)c(=O)[nH]1
2.1 | 2.8 | O=C(NCCCC(=O)N1CCOCC1)c1cccnc1
4.6 | 6.4 | COc1ccc(N2CCN(c3nc(NCCc4ccc(OC)c(OC)c4)nc(OC)n3)CC2)cc1
6.0 | 0.4 | O=C(COc1ccc2c(c1)OCO2)Nc1ccc2c(c1)oc1ccccc12
17.5 | 5.0 | COC(=O)c1c(NC(=O)CSc2nncs2)sc2c1CCCCC2
-35.0 | 6.3 | O=C(NCCn1cccc1)c1cccc2ccccc12
10.5 | 5.8 | COC(=O)[C@H](C)NC(=O)NCc1ccccc1F
0.0 | 0.0 | Cc1ccc(-n2nnnc2SC(C)C(=O)Nc2ccc(Cl)cn2)cc1 (stereo not given)
10.1 | 5.8 | CCC(=O)OCc1cc2cccc(C)c2[nH]c1=O
0.0 | 0.0 | CCOc1ccc(Oc2nc(NCC(C)C)nc(N(C)C)n2)nn1
0.0 | 0.0 | Cc1c(/C(O)=C2/C(=O)C(=O)N(CCCN3CCOCC3)C2c2ccncc2)cnn1-c1ccccc1 (stereo not given)
-6.6 | 7.2 | CC(=O)Nc1ccc(S(=O)(=O)NC2(C(F)(F)F)NC(=O)N(C3CCCC3)C2=O)cc1 (stereo not given)
9.9 | 2.2 | CC(=O)Nc1ccc2c(c1)nc(CCN1CCOCC1)n2C

Fetched one by one from the entries so far:
TNAP inh Pi | TNAP inh pNP | smiles
2.1 | 2.8 | O=C(NCCCC(=O)N1CCOCC1)c1cccnc1
-35.0 | 6.3 | O=C(NCCn1cccc1)c1cccc2ccccc12
6.0 | 0.4 | O=C(COc1ccc2c(c1)OCO2)Nc1ccc2c(c1)oc1ccccc12

New compounds follow:
TNAP inh Pi | TNAP inh pNP | smiles
4.2 | 6.0 | Cn1c(=O)c2cc(S(=O)(=O)N3CCC(c4ccccc4)CC3)ccc2n(C)c1=O
12.8 | 8.2 | CC1CN(c2cc3nccnc3cc2F)CC(C)O1 (stereo not given)
12.2 | 0.4 | CCCn1c(CCC(=O)O)ccc1-c1ccc(F)cc1
12.7 | 8.0 | CCOC(=O)Cn1c(C)c(C#N)c2ccccc21
10.2 | 0.9 | CCN1CCN(c2ncc3c(n2)CC(c2cc(OC)c(OC)c(OC)c2)CC3=O)CC1 (stereo not given)
2.3 | -0.2 | COC(=O)c1ccccc1NC(=O)c1ccccc1OC
12.4 | 4.7 | COC(=O)c1[nH]c2ccccc2c1NC(=O)CN1CCN(C/C=C/c2ccccc2)CC1
2.7 | -0.3 | COc1ccc(C2C(C(C)=O)=C(O)C(=O)N2c2cccnc2)c(OC)c1 (stereo not given)
8.2 | 4.3 | O=C(NCc1ccc2[nH]c3c(c2c1)CCCC3)N1CCOCC1
12.8 | 1.7 | Cc1cc(C)nc(SCc2ccccc2C#N)n1
-10.1 | 4.3 | c1ccc(CSc2nnc(-c3c[nH]c4ccccc34)o2)cc1
17.5 | 2.1 | CCOCC(=O)Nc1nnc(C2CCCCC2)s1
9.6 | 3.9 | C=CCn1c(SCc2nc3ccccc3nc2C)nnc1-c1ccoc1C
0.8 | 1.3 | Cc1ccc(S(=O)(=O)N(CC(O)CN2CCOCC2)c2cc(Cl)ccc2Cl)cc1 (stereo not given)
-3.2 | -0.7 | COc1ccc(CNC(=O)c2cc3c(=O)n4ccccc4nc3n(Cc3cccnc3)c2=N)cc1
4.9 | 1.8 | COc1ccc(Cl)cc1N1C(=O)[C@@H]2C(c3cccc(OC)c3OC)=NO[C@@H]2C1=O
7.9 | 0.0 | CC[C@]1(O)CC2CN(CCc3c([nH]c4ccccc34)[C@@](C(=O)OC)(c3cc4c(cc3OC)N(C=O)[C@H]3[C@@](O)(C(=O)OC)[C@H](OC(C)=O)[C@]5(CC)C=CCN6CC[C@]43[C@@H]65)C2)C1 (stereo not given in full)
8.4 | 3.8 | CC(C)(C)c1cc(NC(=O)C2CCCO2)no1 (stereo not given)
12.8 | 1.0 | c1ccc(-n2nnc3ccccc32)nc1
